# Bioassay records as filed in PubChem BioAssay.
# CHRM5 agonist – agonists of human muscarinic M5 receptor (CHRM5); CHO-K1 hM5 cells, Fluo-8 calcium fluorescence; 0% DMSO wells, 100% maximal acetylcholine response; activation, % at 3 µM; hit rate 0.19% among 360,000; AID 624037;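 active = activation above the run's mean over test compounds plus 3 SD, cut at about 23% in these data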;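 note: signal is peak over basal fluorescence ratio across the kinetic read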
# Target sequence (P08912 whole entry, looked up): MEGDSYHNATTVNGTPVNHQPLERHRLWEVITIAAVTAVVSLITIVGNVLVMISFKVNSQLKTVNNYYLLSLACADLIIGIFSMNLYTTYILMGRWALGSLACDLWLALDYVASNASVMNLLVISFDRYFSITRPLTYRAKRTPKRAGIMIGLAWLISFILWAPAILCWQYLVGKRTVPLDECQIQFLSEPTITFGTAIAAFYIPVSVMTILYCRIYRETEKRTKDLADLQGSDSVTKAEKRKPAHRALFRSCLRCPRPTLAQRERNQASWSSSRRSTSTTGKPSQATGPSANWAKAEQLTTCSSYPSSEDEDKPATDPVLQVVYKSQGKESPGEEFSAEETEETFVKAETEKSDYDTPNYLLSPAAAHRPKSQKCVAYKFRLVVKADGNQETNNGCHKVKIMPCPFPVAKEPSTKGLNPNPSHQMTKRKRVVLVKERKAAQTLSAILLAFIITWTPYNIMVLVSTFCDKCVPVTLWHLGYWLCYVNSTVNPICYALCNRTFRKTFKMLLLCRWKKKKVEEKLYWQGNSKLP
# CRFR2-BP antag – CRF-BP/CRF-R2 complex antagonism; HEK293 CRF-R2/CRF-BP, CRF-induced calcium fluorescence; inhibition, % at 11.8 µM; hit rate 0.59% among 350,000;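 active = inhibition of the ligand-induced calcium signal above about 50% at the single tested concentration, limit read from the data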
# M4 PAM – potentiates acetylcholine response at human M4 receptor; P08173; CHO-K1 hM4/Gqi5, Fluo-8 calcium fluorescence, ACh EC20; 0% = ACh EC20, 100% = maximal ACh; activation, % at 3 µM; hit rate 0.4% among 360,000; AID 624126;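 active = activation above its plate's cutoff, the mean activation of sample wells plus 3 SD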; note: some results filed as inactive read as strong as hits
# Target sequence (P08173 whole entry, looked up): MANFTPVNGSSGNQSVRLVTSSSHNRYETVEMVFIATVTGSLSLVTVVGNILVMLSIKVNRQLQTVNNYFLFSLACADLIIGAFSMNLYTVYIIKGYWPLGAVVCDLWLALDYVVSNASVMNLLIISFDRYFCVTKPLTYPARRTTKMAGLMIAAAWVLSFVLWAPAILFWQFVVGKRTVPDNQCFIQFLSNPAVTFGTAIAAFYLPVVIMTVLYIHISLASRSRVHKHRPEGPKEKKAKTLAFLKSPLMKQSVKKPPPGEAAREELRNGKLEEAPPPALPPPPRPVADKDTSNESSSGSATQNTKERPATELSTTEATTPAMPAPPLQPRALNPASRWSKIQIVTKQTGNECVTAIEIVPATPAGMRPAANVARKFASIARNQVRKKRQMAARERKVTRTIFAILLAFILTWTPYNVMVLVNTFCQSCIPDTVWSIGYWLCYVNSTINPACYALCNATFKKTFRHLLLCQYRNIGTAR
# M5 antag – blocks acetylcholine activation of human M5 receptor. P08912. CHO-hM5 cells, Fluo-8 calcium fluorescence, ACh EC80. inhibition, % at 3 µM. hit rate 0.59% among 360,000. AID 624040;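 active = inhibition above a per-plate cutoff, the mean of that plate's test compounds plus 3 SD, cut at about 27% in these data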;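 note: 0% = acetylcholine EC80 with DMSO and 100% = DMSO without agonist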
# CHRM5 PAM – CHRM5 positive allosteric modulation; P08912; CHO-K1 hM5, Fluo-8 calcium, ACh EC20 PAM; 0% = ACh EC20, 100% = ACh EC100; activation, % at 3 µM; hit rate 0.3% among 360,000;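 active = activation above the run cutoff, the mean activation of all test compounds plus 3 SD, cut at about 18% in these data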
#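 system = human M5 receptor in CHO-K1 cells | compound = one concentration, 3 µM final (nominal) | schedule = Post-acetylcholine fluorescence recording 140 s | signal = Fluo-8 calcium dye fluorescence, kinetic read | benchmarks = low control EC20 acetylcholine (0%), high control EC100 acetylcholine (100%) | repeats = singlicate, one well per test compound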
# TAAR1 agonist – human TAAR1 agonism; CHO RD-HGA16 TAAR1, Fluo-8 calcium fluorescence; vehicle wells 0%, saturating PEA agonist 100%; activation, % at 3 µM; hit rate 0.99% among 360,000;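 active = activation above the mean activation of all test compounds in the run plus 3 SD, cut at about 38% in these data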
#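 Repeats: no replicates (n 1) | Material: CHO-derived RD-HGA16 cells with stable Gα16 and human TAAR1 | Technique: Kinetic Fluo-8 calcium fluorescence | Schedule: 17-24 h seeding, 75 min 37 °C dye, 30 min RT | Evaluation: % activation from peak over basal fluorescence ratio, DMSO-to-PEA scaled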
# M1 PAM parental – M1 PAM counterscreen hit in parental CHO-K1 cells; ATP EC20, Fluo-8 calcium fluorescence; 0% at ATP EC20, 100% at ATP max; hit rate 0.02% among 360,000; activation, % at 3 µM; AID 602247;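 active = activation above the run cutoff, the mean activation of all test compounds plus 3 SD, cut at about 40% in these data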;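 note: peak over basal fluorescence ratio in a 140 s read after ATP addition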
# TAAR1 antag – human TAAR1 antagonism; CHO RD-HGA16 TAAR1, Fluo-8 calcium fluorescence, antagonist; inhibition, % at 3 µM; hit rate 1.5% among 360,000; Q96RJ0;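 active = inhibition above a per-plate cutoff, the mean inhibition of test compounds on that plate plus 3 SD, cut at about 49% in these data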;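 note: 0% = DMSO plus EC80 beta-PEA response and 100% = DMSO alone without agonist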
#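 Test system – hTAAR1-expressing CHO RD-HGA16 cells, Gα16-coupled · Also added – β-PEA at EC80 concentration, post-compound challenge · Compound – 3 µM, single point · Incubation – dye loading 75 min at 37 °C, then 30 min room temperature · Measured by – Fluo-8 intracellular calcium dye fluorescence, real-time kinetic reads · Benchmarks – vehicle and agonist controls · Replicates – singlicate, one well per test compound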
# CRFR2-BP ag – CRF-BP/CRF-R2 complex agonism; HEK293 CRF-R2/CRF-BP, calcium dye fluorescence (FLIPR); percent of saturating CRF peptide response; activation, % at 13.2 µM; hit rate 0.46% among 350,000; AID 588473;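 active = activation of at least 50%, plus an integration ratio under a set limit after plate pattern correction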;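 note: plate controls were neutral control wells without compound for no effect and CRF at EC100 for full effect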
# Numbers without * were called inactive; / = no result given. Random draw from the library, and some 4.2% of all compounds hit somewhere here.
no.	SMILES	CHRM5 agonist	CRFR2-BP antag	M4 PAM	M5 antag	CHRM5 PAM
1	CN(C)S(=O)(=O)c1ccc(-c2csnn2)s1	-8	21	0	-6	3
2	O=C(NCc1ccccc1)C1CCCN(c2cnccn2)C1 (stereo unspecified)	0	-11	-3	6	2
3	COc1ccc(CC(=O)OCC(=O)Nc2ccc3[nH]c(=O)[nH]c3c2)cc1	3	13	-1	-3	4
4	COC(=O)c1ccc(C(NC(=O)OCc2ccccc2)/C(F)=C/[C@@H](C)C(=O)NCc2ccc(OC)c(OC)c2)cc1 (stereo partly specified)	-2	5	-2	17	-16
5	Cc1ccc(NC(=O)c2ccc(-c3nn(C)c(=O)c4ccccc34)cc2)cc1	-1	-36	3	11	-7
6	Cn1ccnc1-c1nnn(-c2ccc(Cl)c(Cl)c2)n1	0	2	5	9	-1
7	CC1CN(c2ccc([N+](=O)[O-])cc2Cl)CCN1S(C)(=O)=O (stereo unspecified)	9	4	-12	-14	7
8	O=[N+]([O-])c1ccc(S(=O)(=O)Nc2nnc(C(F)(F)F)s2)cc1	-4	8	-1	19	4
9	COc1ccc(NC(=O)/C(=C\c2ccc(OC)c(OC)c2)NC(=O)c2ccco2)cc1	-1	-11	-1	1	-4
10	CC(NC(=O)c1ccccc1O)c1ccccc1 (stereo unspecified)	2	20	1	9	-5

no.	TAAR1 agonist	M1 PAM parental	TAAR1 antag	CRFR2-BP ag
1	4	25	-4	-0.5
2	31	-4	-13	0.0
3	1	5	-2	0.1
4	9	3	42	-1.3
5	8	12	12	2.4
6	9	14	-1	0.4
7	3	-1	6	2.4
8	6	10	8	0.2
9	7	3	-3	-0.7
10	7	12	3	0.6

# Next part:
no.	SMILES	CHRM5 agonist	CRFR2-BP antag	M4 PAM	M5 antag	CHRM5 PAM
11	Cn1c(OCc2cccnc2)nc2c1c(=O)n(Cc1ccccc1)c(=O)n2C	4	1	-3	-10	-8
12	O=C(CSc1ccc(-c2ccccn2)nn1)c1ccc([N+](=O)[O-])cc1	-1	6	-2	6	-3
13	CCOC(=O)C1=CCN(S(=O)(=O)c2ccccc2F)C1c1cccc(Br)c1 (stereo unspecified)	-6	/	-7	2	-9
14	S=c1[nH]c(-c2ccccc2)cn1/N=C/c1cccs1	-9	-18	-9	7	-7
15	CC(C)CN(C(=O)COC(=O)C1CC1)c1c(N)n(Cc2ccccc2)c(=O)[nH]c1=O	-2	-4	1	-6	5
16	CCN(CC(=O)NCc1ccc(F)cc1)C(=O)C(C)Oc1cccc(Cl)c1 (stereo unspecified)	-1	-2	-3	10	0
17	Cc1ccc(NC(=O)NC(=O)COc2c(F)c(F)cc(F)c2F)c(C)c1	-3	6	2	15	-5
18	CCN1CCN(S(=O)(=O)c2ccc3c(c2)NC(=O)CS3)CC1	-5	-4	6	-20	6
19	CCCn1c(SCC(=O)Nc2ccc(C(=O)Nc3ccccc3OC)cc2)n[nH]c1=O	-2	24	-3	-15	0
20	COCCNC(=O)C(=O)N/N=C(\C)CC(=O)Nc1ccc(Cl)cc1Cl	-2	-20	-2	1	1

no.	TAAR1 agonist	M1 PAM parental	TAAR1 antag	CRFR2-BP ag
11	12	9	14	1.5
12	-3	-1	-10	0.0
13	0	6	12	/
14	3	16	-7	-0.8
15	0	13	-23	0.3
16	8	-6	-17	0.6
17	2	-6	3	1.0
18	0	21	-16	0.1
19	4	18	0	-2.9
20	-2	24	-23	1.6

# Values in list order from the entries so far:
# M1 PAM parental for entries 6 to 12: 14, -1, 10, 3, 12, 9, -1

# 2 records picked at random from those above:
no.	SMILES	CHRM5 agonist	CRFR2-BP antag	M4 PAM	M5 antag	CHRM5 PAM
14	S=c1[nH]c(-c2ccccc2)cn1/N=C/c1cccs1	-9	-18	-9	7	-7
13	CCOC(=O)C1=CCN(S(=O)(=O)c2ccccc2F)C1c1cccc(Br)c1 (stereo unspecified)	-6	/	-7	2	-9

no.	TAAR1 agonist	M1 PAM parental	TAAR1 antag	CRFR2-BP ag
14	3	16	-7	-0.8
13	0	6	12	/

# Next compounds follow:
no.	SMILES	CHRM5 agonist	CRFR2-BP antag	M4 PAM	M5 antag	CHRM5 PAM
21	COc1ccc(N2CC(C(=O)OCC(=O)c3ccc(C)cc3)CC2=O)cc1 (stereo unspecified)	3	23	9	-8	7
22	CC1CC(C)CN(C(=O)c2ccc3ncsc3c2)C1 (stereo unspecified)	2	5	17	-1	17
23	CCN(CC)C(=O)c1cc2sc3ccccc3c2s1	-6	-4	-3	2	-1
24	COc1ccc(S(=O)(=O)Nc2c(C(=O)O)[nH]c3ccc(OC)cc23)cc1	-4	-21	14	7	2
25	Cc1sc2ncnc(SCC(=O)c3cccs3)c2c1C	0	-29	-4	8	-9
26	CCC1C(=O)CC(c2ccco2)NC1c1ccco1 (stereo unspecified)	1	1	-2	0	0
27	O=C(OCC(=O)N1CCCCCC1)c1cnc(Cl)c(Cl)c1	-2	-2	4	4	-5
28	O=C(CSc1cccc2cccnc12)OCC(=O)c1ccc(Br)cc1	-3	5	6	2	4
29	Cc1ccc(N=Nc2c(O)[nH]c3ccc(F)cc23)cc1	6	-21	-5	-5	3
30	COc1ccc(Cc2nc(-c3cccc(C)c3)no2)cc1	-3	-5	5	-7	-3

no.	TAAR1 agonist	M1 PAM parental	TAAR1 antag	CRFR2-BP ag
21	2	-10	9	-0.8
22	1	-10	3	-0.6
23	12	14	-16	0.1
24	-1	16	3	-0.6
25	13	11	19	1.3
26	4	14	10	-0.2
27	3	15	-13	4.2
28	2	7	-6	-0.1
29	6	9	-23	17
30	10	-3	-15	1.8

# Additional structures follow.
no.	SMILES	CHRM5 agonist	CRFR2-BP antag	M4 PAM	M5 antag	CHRM5 PAM
31	CC(C)OC(=O)c1nnc(Cc2ccc(F)cc2)o1	1	17	6	2	0
32	CC1=C(C(=O)NCc2ccc3c(c2)OCO3)C2(CCC(C)CC2)OC1=O (stereo unspecified)	-1	19	-18	8	-21
33	COc1ccc(NC(=S)NC(=O)c2ccccc2)cn1	-2	-11	6	2	-4
34	O=C(CC1Sc2ccccc2NC1=O)NNC(=O)Nc1ccc(Cl)cc1 (stereo unspecified)	0	-10	-3	3	3
35	O=C(NC1(C(F)(F)F)N=C(c2ccccc2)NC1=O)c1ccccc1 (stereo unspecified)	-2	9	-8	11	-7
36	C/C(CCc1ccccc1)=N\NC(=O)c1ccc(CN2CCOCC2)cc1	1	-6	-2	-6	0
37	CC(C)(C)OC(=O)N1CCC(CC2CC(c3ccncc3)=NO2)(C(=O)O)CC1 (stereo unspecified)	-1	0	5	-3	13
38	CCOc1ccc(Oc2ccccc2NC(=O)CN2C(=O)NC3(CCCC3)C2=O)cc1	-3	-1	-9	-3	2
39	O=C(c1ccccc1Cl)N1N=C(c2ccc(Br)cc2)CC1c1nc2ccccc2[nH]1 (stereo unspecified)	-9	4	1	-2	6
40	CCn1c(=N)c(S(=O)(=O)c2ccccc2)cc2c(=O)n3ccccc3nc21	2	4	2	2	4

no.	TAAR1 agonist	M1 PAM parental	TAAR1 antag	CRFR2-BP ag
31	1	18	3	-2.2
32	2	18	-14	0.5
33	0	6	-36	-0.9
34	2	9	-9	0.6
35	8	-13	13	-0.6
36	8	10	-1	1.1
37	5	21	10	-0.5
38	2	4	-2	-0.2
39	4	9	-13	-0.8
40	9	11	-2	12

# Single entries from the list.
# Result of O=C(CC1Sc2ccccc2NC1=O)NNC(=O)Nc1ccc(Cl)cc1 (stereo unspecified) in TAAR1 agonist: 2
# Result of O=C(c1ccccc1Cl)N1N=C(c2ccc(Br)cc2)CC1c1nc2ccccc2[nH]1 (stereo unspecified) in CHRM5 agonist: -9
# Result of C/C(CCc1ccccc1)=N\NC(=O)c1ccc(CN2CCOCC2)cc1 in M1 PAM parental: 10
# Result of CC(C)OC(=O)c1nnc(Cc2ccc(F)cc2)o1 in CRFR2-BP ag: -2.2
# Result of CC(C)(C)OC(=O)N1CCC(CC2CC(c3ccncc3)=NO2)(C(=O)O)CC1 (stereo unspecified) in M5 antag: -3
# Result of CCOc1ccc(Oc2ccccc2NC(=O)CN2C(=O)NC3(CCCC3)C2=O)cc1 in TAAR1 agonist: 2
# Result of COc1ccc(NC(=S)NC(=O)c2ccccc2)cn1 in CRFR2-BP antag: -11

# (next part)
no.	SMILES	CHRM5 agonist	CRFR2-BP antag	M4 PAM	M5 antag	CHRM5 PAM
41	Nc1nc(-c2ccc(Oc3ccccc3)cc2)c(CC(=O)O)s1	5	9	-9	11	-9
42	O=C(CN1C(=O)CC(c2ccccc2)Sc2ccccc21)NCC1CCCO1 (stereo unspecified)	-1	0	-2	-3	-1
43	O=C(CN(c1ccc(F)cc1)S(=O)(=O)c1ccccc1)NCCSC1CCCCC1	-2	7	-20	13	-18
44	Cc1ccc(NC(=S)NNC(=O)Cn2nc(C(F)F)cc2C(F)F)cc1	1	2	-7	-4	-6
45	O=C(NCCCN1CCCC1=O)c1cccc(C(F)(F)F)c1	2	7	5	-4	2
46	CC1CCN(C(=O)CN2C(=O)C(C)(C)Oc3ccc(C(=O)NC(C)C)cc32)CC1	-1	0	1	1	2
47	CC1=C(C(=O)OC(C)C)C(c2ccccc2)NC(=O)N1C (stereo unspecified)	-5	-4	0	8	2
48	CCCCNC(=S)NC(=O)c1ccc([N+](=O)[O-])cc1	-6	-6	-6	9	-5
49	Cc1cccc(C)c1NC(=O)C(=O)NCC1CCCN1S(=O)(=O)c1cccs1 (stereo unspecified)	1	-4	-6	3	-2
50	CCOCC(=O)Nc1ccc(Br)c(C)c1	-1	2	8	4	2

no.	TAAR1 agonist	M1 PAM parental	TAAR1 antag	CRFR2-BP ag
41	3	12	-6	-1.6
42	1	22	-7	-2.0
43	6	15	21	-1.2
44	9	7	-5	-1.4
45	3	23	9	0.9
46	10	20	0	-0.9
47	-2	9	0	-0.3
48	-3	5	10	1.2
49	12	6	-17	-0.6
50	5	17	13	-0.8
